HCV inh: inhibitors of hepatitis C virus infection; Potency, µM (doses to about 41.8 µM), for inactives: top-dose activity change, negative = inhibition, actives largely listed as inhibitors; Huh7.5.1 HCVcc-Cre infection, luciferase reporter, 44 h; 3.4% of 340,000 active; also: potency is read from the fitted curve at half-maximal effect; % is scaled to controls: 0 for no effect and ±100 for the full control effect
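Infectious HCV cell culture screen: compound-treated cells (1,000/well, pre-plated 4 h) are infected with HCVcc-Cre at roughly 0.5 moi and grown 44 h. Infection is quantified by luciferase signal after 15 min substrate incubation at room temperature.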
Shiga toxin inh: inhibitors of Shiga toxin in Vero cells. Vero cells, Shiga toxin protein synthesis inhibition reporter. inhibition, % at 38.7 µM. 9.2% of 290,000 active; in the data active = inhibition mostly above about 28%, no sharp cut-off; inactive = mostly below about 43%; also: 0% is about no effect
CHX counter: affects cycloheximide protein synthesis inhibition readout, counter-screen | max response, % | cell reporter, cycloheximide protein synthesis inhibition counterscreen | 12% of 300,000 active; in the data active = max response mostly above about 13%, no sharp cut-off; inactive = mostly below about 14%; also: read at 38.3 µM for the half of the compounds with a filed dose; 0% is about no effect
Pf growth 48h: P. falciparum growth inhibition at 48 hours (one generation). AID 504832. 5.9% of 310,000 active. Potency, µM (highest dose often 28.7 µM), for the others: at the highest dose activity change, negative = inhibition, actives largely listed as inhibitors. P. falciparum luciferase growth in erythrocytes, 48 h; also: potency is read from the fitted curve at half-maximal effect; % is scaled to controls: 0 for no effect and ±100 for the full control effect
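In quantitative HTS format, infected erythrocytes bearing luciferase-reporter parasites were treated for a single generation at 37 C. Luminescence after adding detection reagent served as the growth measure.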
Giardia FBPA inh: Giardia lamblia aldolase inhibition; A8B2U2; purified Giardia FBPA; Potency, µM (highest dose often 59.6 µM), without a hit: at the highest dose activity, negative = inhibition, actives largely listed as inhibitors; 0.71% of 290,000 active; AID 2451; also: potency is read from the fitted curve at half-maximal effect; % is scaled to controls: 0 for no effect and ±100 for the full control effect; nearly all actives have a fitted effect of over 55% in size
Target sequence (A8B2U2 whole entry, looked up): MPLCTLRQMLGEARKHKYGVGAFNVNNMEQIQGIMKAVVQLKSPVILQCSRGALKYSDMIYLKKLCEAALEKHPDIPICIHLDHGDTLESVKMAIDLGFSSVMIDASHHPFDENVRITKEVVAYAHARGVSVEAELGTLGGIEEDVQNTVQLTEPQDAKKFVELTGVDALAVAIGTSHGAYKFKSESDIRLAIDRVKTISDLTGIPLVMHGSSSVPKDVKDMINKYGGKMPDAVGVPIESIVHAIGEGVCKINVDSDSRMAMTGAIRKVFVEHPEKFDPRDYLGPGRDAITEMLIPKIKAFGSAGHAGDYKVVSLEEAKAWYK
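40 nM FBPA preincubated 10 min at RT with compound (up to 57.5 uM final), then substrate plus GAPDH/TPI/NAD/arsenate coupling and diaphorase/resazurin added. Fluorescence read after 20 min at RT, 525/598 nm.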
Pf growth 96h: P. falciparum growth inhibition at 96 hour, primary screen for plastid delayed-death inhibitors. P. falciparum luciferase reporter growth, 96 h. Potency, µM (titrated, usually from 28.7 µM), for the others: at the top dose activity change, negative = inhibition, most hits filed as inhibitors. 6.9% of 320,000 active. AID 504834; also: potency is read from the fitted curve at half-maximal effect; % is scaled to controls: 0 for no effect and ±100 for the full control effect
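96 h incubation, 37 C, 5% CO2, of luciferase-reporter P. falciparum-infected RBCs (2% hematocrit, 0.05% parasitemia final) with test compounds; endpoint luminescence.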
Starred values were filed as active, the others as inactive; ? = inconclusive; . = not tested or not shown; & = joins results of further samples; [ ] = remark or other dose. Unless noted, calls follow the shape of the dose curve; as a rule, active = well fitted curve in the direction sought with a large enough effect; inconclusive = small, poorly fitted or top-dose-only effect, or another doubt; inactive = no such curve, though single readings can be large; an effect the other way counts as inactive or inconclusive.

SMILES	HCV inh	Shiga toxin inh	CHX counter	Pf growth 48h	Giardia FBPA inh	Pf growth 96h
Cc1ccccc1OCCCn1cc(C(=O)C(=O)N2CCOCC2)c2ccccc21	-22%	-8	13	0%	-4%	6%
CCOC(=O)c1cc(-c2ccccc2)sc1NC(=O)c1ccc(OC)c(OC)c1	?	-12	-2	9%	7%	?
Cc1cc(NC(=O)CCC(=O)N(CC(=O)NC2CCCC2)c2ccc(Cl)cc2)no1	-19%	15	-3	?	9%	-4%
COCCCNC(=O)c1cc(C(=O)c2c(-c3c(Cl)cccc3Cl)noc2C)c[nH]1	?	18	-3	2%	6%	?
O=C(CCC1CCCCC1)NCCS(=O)(=O)N1CCN(c2ccccc2F)CC1	1%	.	.	?	.	3%
O=C(N/N=C/c1ccccc1Cl)c1ccc(F)cc1	14%	72*	56*	198%[activator]	.	65%[activator]
Cc1ccc(S(=O)(=O)N(C)C)cc1NC(=S)NC12CC3CC(CC(C3)C1)C2	?	-5	-1	?	-14%	?
Cc1ccc(CSc2nnc(SCC(=O)N/N=C/c3c(C)nn(-c4ccccc4)c3C)s2)cc1	?	120*	76*	25%	3%	?
COc1c(F)c(F)c(C(=O)Nc2ccccc2N2CCN(C(=O)C(C)C)CC2)c(F)c1F	?	-16	5	0.93µM*	13%	57%[activator]
COc1ccc(CCN(C(=O)c2cccc(F)c2)C2CC(=O)N(c3ccccc3)C2=O)cc1 (stereo not drawn)	30%[activator]	2	-1	8%	0%	18%
COC(=O)c1c(C)oc(C)c1S(=O)(=O)NC(C)(C)C	11%	-6	1	30%[activator]	5%	-1%
CCN1C(=O)/C(=C/c2ccc(C)s2)SC1=Nc1ccc(OC)cc1	?	-17	1	?	0%	?
CC1(C)CC(=O)C(C(c2cccnc2)C2C(=O)CC(C)(C)CC2=O)C(=O)C1	-8%	-17	-5	.	-3%	17%
COc1ccc(CN2CCNC(=O)C2CC(=O)NCc2csc(C)n2)c(F)c1 (stereo not drawn)	13%	-3	-5	12%	-24%	0%
CC(C)c1nc(SCC(=O)NC2CCCCC2)c2ccccc2n1	7%	-5	-5	7%	2%	-4%
CCCCC(=O)Nc1nc2c(OC)ccc(OC)c2s1	?	-13	-4	.	0%	?
CCN(CC)S(=O)(=O)c1ccc(NC(=O)COc2nc3ccccc3nc2N2CCOCC2)cc1	9%	-7	-6	-16%	0%	?
Cc1ccc(NS(=O)(=O)c2ccc(C(=O)N3CCCCCCC3)cc2)cc1	-6%	99*	41*	?	.	2.1µM*
O=C(COC(=O)c1ccc(OC(F)(F)F)cc1)NCCN1C(=O)CSC1=O	7%	.	.	-15%	.	-6%
Cc1cccc(NS(=O)(=O)c2cc3c(cc2C)n(C)c(=O)c(=O)n3C)c1	-7%	-8	2	?	1%	13µM*
Cc1cc(Nc2ccc3c(c2)OCCO3)c2ccccc2n1	-8%	15	12	?	-11%	?
CCCCC1=NN2C(=N)CC(=O)N=C2S1	8%	-16	-1	26%	-3%	?
Nc1nc(Nc2cccc(F)c2)nc(N2CCOCC2)c1[N+](=O)[O-]	-21%	6	13	?	-3%	?
COc1ccc(/C=C(/NC(=O)/C=C/c2ccccc2)C(=O)O)cc1	11%	-6	-1	16%	6%	50%[activator]
O=C(c1ccc(S(=O)(=O)N2CCCC2)cc1)N1CCN(c2ccccc2)CC1	-25%	-7	1	1%	.	?
COc1cc(CNc2nc3ccccc3[nH]2)cc(OC)c1OC	15%&10%	13	-2	9%	0%	-16%
CCN(CC)S(=O)(=O)c1ccc(N2C(=O)CC2(/C=C/c2ccccc2)C(=O)NC2CCCC2)cc1 (stereo not drawn)	8%	-5	-2	?	-1%	?
CCCCN(C(=N)N1CCCCC1)c1nc(C)c([N+](=O)[O-])c(=O)[nH]1	18%	3	-3	0%	0%	19%
O=S(=O)(c1ccccc1)N1N=C(c2ccccc2)CC1c1ccccc1F (stereo not drawn)	?	-1	0	?	2%	33%[activator]
COc1ccc(-c2cc3nc[nH]c(=O)c3s2)cc1	-15%	67	35*	130%[activator]	0%	.
O=C(COC(=O)c1ccc(F)cc1F)NC1CC1	7%	12	5	71%[activator]	1%	-9%
CCN(CC)c1ccc(/C=C2\SC(=O)N(C(C)C)C2=O)o1	10µM*	-10	-2	?	?	?
COc1ccc(-c2nn(-c3ccccc3)cc2/C=C2/SC(=S)N(CCCC(=O)O)C2=O)c(C)c1	0%	-11	-2	?	11%	0%
O=C(Nc1cccc(Cl)c1)c1c(O)c2c(n(Cc3ccccc3)c1=O)CCCC2	4%[0.335 µM]	-11	-4	-2%	8%	6%
C(=N\Nc1nc2ccccc2[nH]1)/C1CCCCC1	6%	114*	61*	?	4%	?
CCNC(=O)c1sc(=S)n(-c2ccc(C)cc2)c1N	12%	-8	2	.	-14%	0%
N/C(=N\OC(=O)Cc1ccccc1)c1ccccc1Cl	17%	94*	59*	42%[activator][5.75 µM]	6%	0%
Cn1c(=O)[nH]c(=O)c2c1nc(N1CCCCC1)n2CCOc1ccccc1	7%	24	-3	2%	6%	4%
Cc1ccn2c(=O)nc(SCC(=O)Nc3ccc4c(c3)OCCO4)nc2c1	19%	.	.	11%	.	27%
CCNCC(=O)N1c2ccccc2CCc2ccc(NC(=O)OC(C)C)cc21	?	.	-1	12µM*	-13%	-33%
COc1ccc(-c2[nH]ncc2CN2CCN(C(=O)c3cccs3)CC2)c(F)c1	-23%	-11	-1	8%	.	?
CCn1ccnc1CNC(=O)CC1C(=O)NCCN1Cc1ccc(OC)cc1OC (stereo not drawn)	8%	-11	0	16%	-22%	-19%
COc1ccc(N2CCN(C(=O)CN(C)S(=O)(=O)c3cnc[nH]3)CC2)cc1	19%	-13	-3	-4%	-6%	-5%
CCOC(=O)CN1C(=O)CN(c2ccc(C)cc2)C1=O	30%[activator]	50*	29*	83%[activator]	4%	-1%
CCOc1ccc(NC(=O)CN(c2ccc(OC)cc2)S(=O)(=O)c2cccs2)cc1	3%	.	.	-6%	.	-10%
COc1ccc(-c2ccc(C#N)c(SCC(=O)Nc3sc4c(c3C#N)CCC4)n2)cc1	2%	-10	-3	15%	0%	-7%
CCOC(=O)C1CCN(S(=O)(=O)c2ccc(C)cc2)CC1	9%	-21	-1	.	10%	11%
O=C(CN1CCCC(O)C1)N1c2ccccc2Sc2ccc(C(F)(F)F)cc21 (stereo not drawn)	0%	-27	-4	?	-24%	35%[activator]
CN(CCC#N)C(=O)COC(=O)c1ccccc1OCc1ccccc1Cl	5%	11	6	11%	-3%	13%
CC1(C)Cc2c(sc(NC(=O)COc3ccc(Cl)cc3)c2C#N)C(C)(C)N1	?	5	-9	?	13%	-14%
CC(C)(C)OC(=O)CN1C(=O)NC(Cc2c[nH]c3ccccc23)C1=O (stereo not drawn)	21%	4	-1	.	0%	13%
COc1cccc(C2NC(c3cccc(OC)c3O)C(C)C(=O)C2C)c1O (stereo not drawn)	-1%	-12	-1	?	-11%	-15%
COc1ccc(CNC(=O)COc2cc(O)c3c(c2)OC(C)(C)CC3=O)c(OC)c1	?	-6	-1	?	-1%	?
CCOC(=O)Cn1nc(-c2ccccc2)c2cnc3ccc(C)cc3c21	2%[8.37 µM]	-8	1	25%	-4%	?
CCCCCCc1c(O)nc(SCC(=O)O)[nH]c1=O	-13%	12	6	.	17%	72%[activator]
O=C(NCCCN1CCOCC1)c1cc(S(=O)(=O)N2CCN(c3ccccc3)CC2)ccc1Cl	-20%	.	.	?	.	-2%
COc1ccccc1-c1cc(C(=O)N/N=C/C=C/c2ccccc2[N+](=O)[O-])c2ccccc2n1	?	-7	3	?	14%	.
O=C1N/C(=N/N=C/c2ccco2)SC1Cc1ccccc1 (stereo not drawn)	-9%	28	6	?	0%	0%
COc1ccccc1NS(=O)(=O)NC(=O)c1cn(C)c2ccccc12	22%	10	12	2%	.	-6%
CCOC(=O)C1=C(NC(=S)NC(=O)c2ccccc2)c2ccccc2CC1(C)C	?	8	-2	1%	-13%	72%[activator]

Next structures follow.
SMILES	HCV inh	Shiga toxin inh	CHX counter	Pf growth 48h	Giardia FBPA inh	Pf growth 96h
COc1cccc(CCN2C(=O)C(=O)N([C@@H](CNCc3ccccc3)Cc3ccccc3F)C[C@@H]2C(C)(C)C)c1	-14%[8.37 µM]	-6	-2	26%	6%	44%[activator]
COc1ccc(N2CC(C(=O)Nc3c(C(N)=O)oc4ccccc34)CC2=O)cc1 (stereo not drawn)	6%	.	.	?	.	-3%
O=C(N/N=C/C(Br)=C/c1ccccc1)c1ccccc1F	-19%	86*	34*	?	10%	?
O=C(CSCc1c(F)cccc1Cl)NCc1cccnc1	35%[activator]	-2	2	-1%	0%	?
COCCN1C(=S)NC(c2cccc(C(F)(F)F)c2)C(C(=O)N2CCOCC2)=C1C (stereo not drawn)	-14%	6	-1	-5%	1%	-11%
O=C(COc1ccccc1)NNC(=S)NC(=O)c1ccccc1	-25%	-4	1	-17%	-12%	?
CC(C)N(c1ccccc1)c1ccc(NC(=O)COC(=O)CCN2C(=O)c3cccc([N+](=O)[O-])c3C2=O)cc1	?	-5	-1	19%	-2%	29%
CSc1ncc(CN2CCCCC2C(=O)Nc2ccc(Oc3ccccc3)nc2)cn1 (stereo not drawn)	?	8	11	?	.	-13%
CC(C)OC(=O)c1ccc(COc2ccc3ccc(=O)oc3c2)o1	4%	56*	22	22%	10%	19%
Cc1cc(C)cc(C(=O)NC(CC(N)=O)c2ccc(N3CCC(Cc4ccccc4)CC3)c([N+](=O)[O-])c2)c1 (stereo not drawn)	19%	-3	-2	40%[activator]	20%	85%
CCOc1ccc2c(c1)OC(c1ccc(OC)cc1)(C(F)(F)F)NC2=O (stereo not drawn)	10%	2	2	?	0%	?
O=C1CN(c2cc(Cl)cc(Cl)c2)C(=O)CN1/N=C/c1cccnc1	19%	-3	-1	?	4%	-3%
COC(=O)c1nnn(-c2ccc(Cl)c(Cl)c2)c1C(=O)OC	-4%	-5	-5	34%[activator]	3%	14%
O=C(CN1CCN(c2ccc(F)cc2)CC1)N(C1CCCC1)C1CCS(=O)(=O)C1 (stereo not drawn)	-11%	.	.	-17%	.	-23%
Cc1ccnc(NS(=O)(=O)c2ccc(NC(=O)C3CC=CCC3C(=O)O)cc2)n1 (stereo not drawn)	22%	1	-4	-2%	3%	?
COc1cc(C(=O)NCc2nnc(SCC(=O)N3CCCc4ccccc43)o2)cc(OC)c1OC	-3%	-12	-6	-12%	3%	9%
Cc1cc2c(c(SCC(=O)N(C)c3ccccc3)n1)C(=O)OC2	-26%	-15	-2	32%[activator]	8%	69%[activator]
Cc1ccc(S(=O)(=O)N/N=C/c2ccc(OCC(=O)N3CCOCC3)cc2)cc1	15%	-3	-5	-18%	-1%	-23%

A second format for four compounds above:
Screens in order – HCV inh, Shiga toxin inh, CHX counter, Pf growth 48h, Giardia FBPA inh, Pf growth 96h
COc1c(F)c(F)c(C(=O)Nc2ccccc2N2CCN(C(=O)C(C)C)CC2)c(F)c1F
    ?, -16, 5, 0.93µM*, 13%, 57%[activator]
N/C(=N\OC(=O)Cc1ccccc1)c1ccccc1Cl
    17%, 94*, 59*, 42%[activator][5.75 µM], 6%, 0%
COc1ccc(/C=C(/NC(=O)/C=C/c2ccccc2)C(=O)O)cc1
    11%, -6, -1, 16%, 6%, 50%[activator]
CC(C)N(c1ccccc1)c1ccc(NC(=O)COC(=O)CCN2C(=O)c3cccc([N+](=O)[O-])c3C2=O)cc1
    ?, -5, -1, 19%, -2%, 29%

Three compounds from above, limited to Giardia FBPA inh, HCV inh and Pf growth 96h.
compound	Giardia FBPA inh	HCV inh	Pf growth 96h
Cc1ccnc(NS(=O)(=O)c2ccc(NC(=O)C3CC=CCC3C(=O)O)cc2)n1 (stereo not drawn)	3%	22%	?
COc1cc(C(=O)NCc2nnc(SCC(=O)N3CCCc4ccccc43)o2)cc(OC)c1OC	3%	-3%	9%
Cc1cc2c(c(SCC(=O)N(C)c3ccccc3)n1)C(=O)OC2	8%	-26%	69%[activator]

Source: PubChem (National Center for Advancing Translational Sciences (NCATS))
